APOBEC3A inh = inhibitors of human APOBEC3A DNA deaminase; recombinant A3A, FAM/TAMRA ssDNA deamination fluorescence; actives 0.41% (n = 330,000); AID 493011; inhibition, % at 20 µM;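 active means at least 40% inhibition at 20 µM here, with at most 30% in a related deaminase screen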;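 further: plate controls were A3A with DMSO for no effect and wells lacking A3A enzyme for full effect; some results filed as inactive read as strong as hits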
hIAP block = blocks human intestinal alkaline phosphatase; AID 2544; actives 0.12% (n = 330,000); inhibition, % at 10 µM; purified IAP, CDP-Star luminescence, 30 min;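 active means inhibition reaching a set limit with compound at 10 µM in the primary screen, cut at about 35% in these data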;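 further: plate controls were DMSO wells with enzyme for no effect and no-enzyme buffer wells for full effect; values of inactives mirror those of a sister screen read the other way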
Target sequence (P09923 whole entry, looked up): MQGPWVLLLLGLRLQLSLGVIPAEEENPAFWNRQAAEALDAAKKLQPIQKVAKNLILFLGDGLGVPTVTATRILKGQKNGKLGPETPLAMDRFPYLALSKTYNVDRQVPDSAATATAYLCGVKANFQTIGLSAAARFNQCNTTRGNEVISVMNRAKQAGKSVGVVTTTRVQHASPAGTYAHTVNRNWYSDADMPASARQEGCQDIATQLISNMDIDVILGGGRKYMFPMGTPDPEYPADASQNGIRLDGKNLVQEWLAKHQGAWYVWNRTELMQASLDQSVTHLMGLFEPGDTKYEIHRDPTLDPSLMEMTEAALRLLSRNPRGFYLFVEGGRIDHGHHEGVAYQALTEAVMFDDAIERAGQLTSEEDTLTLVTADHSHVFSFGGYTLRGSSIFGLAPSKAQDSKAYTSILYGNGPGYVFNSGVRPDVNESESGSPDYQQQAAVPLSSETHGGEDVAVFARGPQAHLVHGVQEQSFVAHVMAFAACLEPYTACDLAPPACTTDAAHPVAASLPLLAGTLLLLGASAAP
TIM10 inh = inhibits growth of TIM10 yeast strain; S. cerevisiae TIM10 strain growth, BacTiter-Glo luminescence, 24 h; inhibition, % at 10 µM; actives 1.4% (n = 330,000); AID 463195;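 active means inhibition of 40% or more at the single tested concentration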;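 further: wild-type TIM10 isogenic control strain grown at permissive 25 °C; 0% = DMSO yeast wells and 100% = minimal medium wells without yeast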
mIAP block = blocks mouse intestinal alkaline phosphatase | purified mouse IAP, CDP-Star luminescence, 30 min | inhibition, % at 10 µM | actives 0.2% (n = 330,000);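 active means inhibition of at least 40% at 10 µM in the primary screen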;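 further: plate controls were DMSO with enzyme for no effect and no enzyme wells for full effect; values of inactives mirror those of a sister screen read the other way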
NLRP3 yeast inh = inhibitors of NALP3 inflammasome in yeast. inhibition, % at 10 µM. actives 0.39% (n = 330,000). Yeast reconstituted NLRP3/ASC/caspase-1, beta-gal luminescence, 24 h;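 active means inhibition of 50% or more; inactive means inhibition below 50%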;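 further: plate controls were induced DMSO wells for no effect and uninduced yeast grown without galactose for full effect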
mIAP act = mouse IAP activation | muIAP, CDP-Star luminescence, 30 min; active compounds read high; 1 = vehicle-only enzyme signal, 0 = enzyme-free wells | activation factor at 10 µM | actives 0.24% (n = 330,000);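 active means activation factor of at least 2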; further: the source names both 10 and 20 µM as test concentration; values of inactives mirror those of a sister screen read the other way
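also added = chemiluminescent substrate CDP-Star | test system = mouse IAP enzyme | signal = chemiluminescence readout | compound = DMSO-dissolved test compounds | incubation = 30 min at room temperature | benchmarks = DMSO wells, no-enzyme wells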
tim10-1 inh = inhibits growth of tim10-1 mutant yeast; S. cerevisiae tim10-1 ts strain growth, BacTiter-Glo, 24 h; inhibition, % at 20 µM; actives 2.2% (n = 330,000); AID 463190;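 active means inhibition of at least 40%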;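 further: mutant grown at 25 °C; 0% = DMSO wells with yeast and 100% = wells holding no yeast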
beta cell repl = MIN6 beta-cell proliferation induction | proliferation, % at 10 µM | MIN6 cells proliferation, ATPlite luminescence, 48 h; cells starved in 0.2% serum; 100% = growth in 10% serum | AID 2380 | actives 0.29% (n = 330,000);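 active means compounds whose signal lies at least 3.5 SD above the mean of all wells on their plate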;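 further: 0% = DMSO-treated cells in low-serum medium and 100% = 10% serum control; some compounds called inactive have numbers as strong as hits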
A3G deaminase = APOBEC3G (human) deaminase inhibition | Q9HC16 | recombinant A3G, ssDNA deamination FAM/TAMRA fluorescence | inhibition, % at 20 µM | actives 0.28% (n = 330,000);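 active means inhibition of at least 40% at 20 µM, with no more than 30% in the related APOBEC3A deaminase screen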;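 further: plate controls were DMSO wells with A3G for no effect and wells lacking A3G enzyme for full effect; some compounds called inactive have numbers as strong as hits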
Target sequence (Q9HC16 whole entry, looked up): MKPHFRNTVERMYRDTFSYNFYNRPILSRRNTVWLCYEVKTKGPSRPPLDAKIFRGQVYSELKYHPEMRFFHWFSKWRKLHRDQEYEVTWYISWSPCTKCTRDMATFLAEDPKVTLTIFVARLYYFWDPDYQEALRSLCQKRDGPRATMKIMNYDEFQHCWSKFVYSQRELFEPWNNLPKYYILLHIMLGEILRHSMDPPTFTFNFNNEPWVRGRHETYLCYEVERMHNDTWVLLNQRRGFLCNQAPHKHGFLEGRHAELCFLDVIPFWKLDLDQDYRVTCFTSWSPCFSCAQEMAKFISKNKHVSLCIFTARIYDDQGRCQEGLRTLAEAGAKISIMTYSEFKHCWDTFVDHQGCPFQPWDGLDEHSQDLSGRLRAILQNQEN
Starred values were filed as active, the others as inactive; / = no result given.

SMILES	APOBEC3A inh	hIAP block	TIM10 inh	mIAP block	NLRP3 yeast inh	mIAP act	tim10-1 inh	beta cell repl	A3G deaminase
CCn1c(N)c(C(=O)NCc2cccnc2)sc1=S	-1.8	-6.3	-5.9	2.3	-7.2	0.977	2.0	1.3	-6.7
CCc1ccc2c(c1)C(c1ccc([N+](=O)[O-])cc1)=NNC(c1ccc(F)cc1)=N2	-1.5	-18.2	-5.6	4.4	-13.7	0.956	16.3	-3.8	-3.7
CC(C)=CCC/C(C)=C/CNC(=O)C[C@H]1C[C@H](C(=O)N2CCOCC2)[C@@]2(CCC3CCCC3)c3[nH]c4cc(-c5ccco5)ccc4c3CCN2C1=O	-0.2	/	-4.4	-5.4	/	1.05	19.1	/	0.7
COc1ccc(OCC(O)CNC(=O)c2ccc(OC)cc2)cc1 (stereo not drawn)	0.9	-9.6	-0.3	3.3	12.6	0.967	3.2	-1.4	-2.9
C=CCNC(=S)Nc1ccc(Br)cc1F	-8.2	-9.8	-6.9	-8.2	-11.9	1.08	20.9	-3.4	-5.0
CC1CCC2(CC1)NC(=O)N(CC(=O)N1CCN(S(=O)(=O)c3ccc4c(c3)CCC4)CC1)C2=O (stereo not drawn)	5.2	-1.9	-3.7	-15.5	9.8	1.16	-11.2	-5.4	-7.3
COc1ccc(C(O)c2nccn2Cc2ccccc2)cc1 (stereo not drawn)	2.5	3.1	-8.8	0.4	-4.4	0.996	13.3	-2.1	0.7
CS(=O)(=O)N1CCN(c2ccc(NC(=O)c3cc4ccccc4o3)cc2)CC1	-0.3	9.0	5.6	-3.1	4.5	1.03	-6.1	-0.6	-1.2
Cc1ccc(/C(N)=N/OC(=O)c2cccs2)cc1	1.3	-0.3	80.3*	-0.9	9.1	1.01	47.8*	-3.1	-6.6
COc1cc(NC(=O)c2cccc3c2C(=O)N(Cc2cccnc2)C3)cc(OC)c1OC	-3.0	-21.3	13.2	-7.0	-0.8	1.07	14.2	5.3	-2.9
CCOC(=O)[C@@H]1[C@H]2COc3ccccc3[C@H]2N2C(=O)N(c3ccc(F)cc3)C(=O)[C@]12C	3.8	9.3	-10.9	1.5	6.2	0.985	-17.0	0.6	12.3
S=c1[nH]nc(-c2ccco2)n1/N=C/C(Cl)=C/c1ccccc1	0.2	21.5	35.4	10.7	42.1	0.893	7.6	-3.9	2.6
CCC(NC(=O)CCCc1ccccc1)c1ccccc1 (stereo not drawn)	-4.1	-2.5	-2.8	-12.6	-4.1	1.13	4.9	-3.3	-5.0
Cc1cc(C(=O)C(=O)NC(C)C)c(C)n1-c1ccc([N+](=O)[O-])cc1	4.0	-0.3	7.6	0.2	14.1	0.998	10.7	0.5	-0.8
COc1cccc(-c2ccc(SCC(=O)N3CCN(c4ccccc4)CC3)nn2)c1	-4.7	-6.6	-46.9	-1.8	8.0	1.02	26.3	0.3	-4.1
CCN1C(=O)/C(=C\c2cccs2)C(C(=O)OC)=C1C	-3.9	12.9	-13.9	7.1	25.6	0.929	16.8	-3.1	-3.2
Cc1ccc(NC(=O)NCCN2CCN(c3ccccc3)CC2)cc1Cl	-1.8	-14.4	2.3	-44.1	22.3	1.44	8.7	-3.0	-5.8
Cc1ccc(S(=O)(=O)N(CC(=O)N(C(C)C)C(C)C)C(=O)N2CCN(C)CC2)cc1	-1.8	-10.2	-10.1	-9.3	-2.6	1.09	-5.9	-1.8	-0.4
COc1ccc(C(C(=O)NC2CCCCC2)N(C(=O)c2sc(C)nc2C)c2ccccc2C)cc1 (stereo not drawn)	-2.9	-7.6	11.0	2.6	-7.8	0.974	21.8	0.8	-6.6
CCCNC(=O)COC(=O)c1ccc(N2CCCC2)c([N+](=O)[O-])c1	0.2	-14.9	7.0	-1.7	25.8	1.02	-5.3	-5.6	-4.4
Cc1ccc(C(=O)OCC(=O)NC(=O)NCc2ccccc2)cc1C	-2.5	9.0	-6.7	-1.5	15.7	1.01	-17.9	-3.5	-6.3
Cc1ccc(CS(=O)(=O)c2ncn[nH]2)cc1	0.0	-7.4	-1.7	-6.8	2.7	1.07	5.6	4.4	-4.8
O=C(CCNS(=O)(=O)c1cccc(C(F)(F)F)c1)NC1CC1	-0.7	-32.9	9.1	-19.7	8.5	1.2	17.1	-3.3	-1.6
CN(C)c1ccc(C(=O)OCc2cc(=O)n3ccsc3n2)cc1	13.9	-2.0	2.3	-5.8	13.1	1.06	14.0	-2.7	3.6
CCc1ccc(-n2c(=O)c3c(C)c(C(=O)N(C)C)sc3n(CC(=O)NCC3CCCO3)c2=O)cc1 (stereo not drawn)	4.5	6.0	-18.8	5.6	-2.0	0.944	-6.5	-3.2	-0.8
CCOC(=O)c1ccc(NC(=O)c2ccc3c(c2)OCO3)cc1	-0.6	-2.0	11.3	-6.4	12.4	1.06	-0.4	-0.1	-2.3
COC(=O)C(=Nc1ccccc1)/C(C(=O)C(=O)N(C)c1ccccc1)=C(\O)c1ccccc1	-0.7	-11.4	-11.8	1.6	-3.5	0.984	-14.5	-0.5	-6.7
Cc1noc(C)c1S(=O)(=O)N1CCN(c2ccc([N+](=O)[O-])cc2)CC1	-0.9	18.3	-2.1	8.1	21.8	0.919	-3.2	-4.1	0.5
COC(=O)c1ccc(N=Cc2c(C(F)(F)F)[nH][nH]c2=O)cc1	-3.1	2.1	-5.9	15.8	5.2	0.842	3.4	-2.9	-8.0
COc1ccccc1NC(=O)NCC(=O)Nc1c(C)cccc1C	5.8	-3.6	3.6	1.7	-0.6	0.983	1.2	-2.9	1.8

Of the compounds above, these contain a CF3 group:
SMILES	APOBEC3A inh	hIAP block	TIM10 inh	mIAP block	NLRP3 yeast inh	mIAP act	tim10-1 inh	beta cell repl	A3G deaminase
O=C(CCNS(=O)(=O)c1cccc(C(F)(F)F)c1)NC1CC1	-0.7	-32.9	9.1	-19.7	8.5	1.2	17.1	-3.3	-1.6
COC(=O)c1ccc(N=Cc2c(C(F)(F)F)[nH][nH]c2=O)cc1	-3.1	2.1	-5.9	15.8	5.2	0.842	3.4	-2.9	-8.0

The list goes on:
SMILES	APOBEC3A inh	hIAP block	TIM10 inh	mIAP block	NLRP3 yeast inh	mIAP act	tim10-1 inh	beta cell repl	A3G deaminase
CCCC(=O)n1nc(-c2ccco2)nc1SCc1ccccc1	-2.9	2.2	36.2	18.8	-2.1	0.812	34.8	-3.4	-7.4
Cc1ccccc1OCCn1c(C)nc2ccccc21	-1.9	1.6	8.0	4.3	15.4	0.957	8.5	-2.9	-5.9
O=C(Cc1ccc([N+](=O)[O-])cc1)Nc1ccc(O)cc1C(=O)O	-4.2	11.3	-8.2	11.7	18.3	0.883	6.7	0.0	-6.8
CCN(CC)C(=O)/C(=C/c1ccc(F)cc1)NC(C)=O	-0.3	15.3	-11.8	-10.8	10.9	1.11	6.9	0.0	-4.2
Cc1ccc([N+](=O)[O-])cc1NC1OC(CO)C(O)C1O (stereo not drawn)	0.9	2.0	-2.2	4.5	3.9	0.955	4.7	-1.3	-0.2
COc1cc(C(=O)Nc2ccc3c(c2)ncn3C)cc(OC)c1OC	-2.5	-24.1	0.3	-10.9	6.1	1.11	-8.1	-1.1	-1.0
CC(C)c1ccc(NC2CCCN(C(=O)c3ccnc(Cl)c3)C2)cc1 (stereo not drawn)	-1.6	18.3	-12.5	-4.1	21.4	1.04	7.7	2.7	-2.6
Cc1ccnc(NC(=O)CCC(=O)N(CC(=O)NC2CCCCC2)c2ccc3c(c2)OCO3)c1	5.1	-14.9	3.7	-4.3	17.3	1.04	1.9	-1.4	-6.8
CC1=CN2C(=N)/C(=C/c3ccc(Sc4ccc(Cl)cc4)o3)C(=O)N=C2S1	3.0	1.7	7.4	21.1	18.8	0.789	22.9	0.0	-1.9
CCN(CC(=O)NCc1cccs1)C(=O)c1ccc(S(=O)(=O)Nc2ccccc2Cl)cc1	-3.0	-9.2	14.4	-1.1	25.5	1.01	6.5	6.3	-7.3
O=C(NNC(=O)c1cccc2ccccc12)c1ccccc1O	-4.2	-70.3	21.4	36.9	10.6	0.631	17.3	-3.4	-6.1
CCCCn1c(SCC(=O)Nc2oc(C)c3c(C)n[nH]c(=O)c23)nc2cc(S(N)(=O)=O)ccc21	0.8	-10.5	-1.0	0.5	16.7	0.995	-2.4	-0.6	-1.3
CC(=O)c1ccc(S(=O)(=O)N2CCN(C(=O)CN3C(=O)NC4(CCCC4)C3=O)CC2)cc1	3.0	-5.3	2.2	2.0	5.2	0.98	-11.9	2.1	-8.4
Cc1cc(F)ccc1S(=O)(=O)Nc1ccc(C(=O)N2CCCCC2)cc1	-4.8	-10.5	-8.3	3.7	-0.9	0.963	3.0	-0.6	-7.4
CC1(C)CSC(=NCCc2ccccc2)N1C(=O)c1ccc(C#N)cc1	-0.4	5.3	6.5	0.9	13.3	0.991	7.5	2.5	-4.4

Full records, quoted from the list:
Cc1ccccc1OCCn1c(C)nc2ccccc21 in the list: APOBEC3A inh = -1.9; hIAP block = 1.6; TIM10 inh = 8.0; mIAP block = 4.3; NLRP3 yeast inh = 15.4; mIAP act = 0.957; tim10-1 inh = 8.5; beta cell repl = -2.9; A3G deaminase = -5.9
Cc1ccnc(NC(=O)CCC(=O)N(CC(=O)NC2CCCCC2)c2ccc3c(c2)OCO3)c1 in the list: APOBEC3A inh = 5.1; hIAP block = -14.9; TIM10 inh = 3.7; mIAP block = -4.3; NLRP3 yeast inh = 17.3; mIAP act = 1.04; tim10-1 inh = 1.9; beta cell repl = -1.4; A3G deaminase = -6.8
CC1(C)CSC(=NCCc2ccccc2)N1C(=O)c1ccc(C#N)cc1 in the list: APOBEC3A inh = -0.4; hIAP block = 5.3; TIM10 inh = 6.5; mIAP block = 0.9; NLRP3 yeast inh = 13.3; mIAP act = 0.991; tim10-1 inh = 7.5; beta cell repl = 2.5; A3G deaminase = -4.4

(next part)
SMILES	APOBEC3A inh	hIAP block	TIM10 inh	mIAP block	NLRP3 yeast inh	mIAP act	tim10-1 inh	beta cell repl	A3G deaminase
O=C(N/N=C/c1ccc([N+](=O)[O-])cc1)c1cccc2cc[nH]c12	-0.7	15.5	12.0	8.1	11.4	0.919	-5.8	1.1	-8.3
CC(Oc1ccc(S(=O)(=O)N2CCCC2)cc1[N+](=O)[O-])C(=O)NC(C)c1ccccc1 (stereo not drawn)	-4.5	7.0	5.4	-1.4	2.8	1.01	16.9	2.4	-5.0
Cc1ccc(NC(=S)N2CCC(NC(=O)c3ccc(C)cc3)CC2)cc1	-0.5	5.7	3.2	-0.6	16.8	1.01	-4.1	0.0	-0.5
COc1cc(/C=N/NC(=O)C[n+]2ccccc2)cc(OC)c1OC	1.4	5.3	-4.0	1.6	-7.2	0.984	6.9	-1.0	-5.7
COC(=O)c1cn(NC(=O)Cc2ccc(OC)c(OC)c2)c(=O)c2ccccc12	3.9	-10.9	-14.6	-1.3	3.9	1.01	2.8	0.5	-13.0
COc1cc(C(=O)NC2CC(C)(C)CC(C)(C)C2)ccc1OC1CCN(C(C)=O)CC1	-3.6	-31.4	0.1	-9.0	15.4	1.09	-7.4	-0.7	-9.6
CCN(C(=O)CSc1ncccn1)c1cccc2ccccc12	2.2	5.4	7.7	-3.3	16.6	1.03	-1.1	2.9	2.7
C=CCn1c(CCNC(=O)c2cccs2)nnc1SCC(=O)Nc1cccc(Cl)c1C	-4.2	19.9	9.9	6.2	-19.7	0.938	9.2	-1.2	-13.4
CCOC(=O)C1CCN(C(=O)C(C)c2ccc([N+](=O)[O-])cc2)CC1 (stereo not drawn)	-0.4	-23.7	1.9	5.9	-0.4	0.941	27.9	-0.1	-4.0
